# Bioassay records deposited in PubChem BioAssay by National Center for Advancing Translational Sciences (NCATS).
# Pf growth 48h: inhibits P. falciparum growth in the first generation, 48 h; P. falciparum luciferase growth in erythrocytes, 48 h; Potency, µM (series often up to 28.7 µM), inactives show top-dose activity change, negative = inhibition, actives largely listed as inhibitors; 310,000 tested, 5.9% active; AID 504832; further: potency means the concentration at half of the fitted maximal effect; on the % scale 0 is the no-effect control and ±100 the full control effect
#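 Luciferase-expressing parasites in RBCs, 2% Hct / 0.1% parasitemia final; RPMI 1640 + 0.5% Albumax; 37 C, 5% CO2, one generation; luminescence read-out, lower signal = inhibition.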
# HCV inh: blocks hepatitis C virus; Huh7.5.1 HCVcc-Cre infection, luciferase reporter, 44 h; Potency, µM (top dose mostly 41.8 µM), inactives show at the highest dose activity change, negative = inhibition, hits mostly inhibitors; 340,000 tested, 3.4% active; AID 651820; further: potency means the concentration at half of the fitted maximal effect; on the % scale 0 is the no-effect control and ±100 the full control effect
#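 A cell-based infection assay in which seeded cells (1,000 per well) receive test compound after 4 h, are inoculated with HCVcc-Cre at approximately 0.5 moi, and are incubated 44 h before luminescence detection.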
# Cycloheximide cs: counter-screen hit for Shiga toxin inhibitors, cycloheximide. max response, %. 300,000 tested, 12% active. cell reporter, cycloheximide protein synthesis inhibition counterscreen; in the data active means max response mostly above about 13%, no sharp cut-off; inactive means mostly below about 14%; further: read at 38.3 µM for the half of the compounds with a filed dose; 0% is about no effect
# Shiga inhibitor: inhibitors of Shiga toxin in Vero cells. Vero cells, Shiga toxin protein synthesis inhibition reporter. inhibition, % at 38.7 µM. 290,000 tested, 9.2% active; in the data active means inhibition mostly above about 28%, no sharp cut-off; inactive means mostly below about 43%; further: 0% is about no effect
# TbPYK inhibitor: T. brucei pyruvate kinase inhibition; Q57TT1; TbPYK enzyme, Kinase-Glo Plus ATP luminescence, 45 min; 410,000 tested, 0.12% active; Potency, µM (series often up to 76.8 µM), inactives show at the highest dose activity, negative = inhibition, actives largely listed as inhibitors; further: potency means the concentration at half of the fitted maximal effect; on the % scale 0 is the no-effect control and ±100 the full control effect; nearly all actives have a fitted effect of over 50% in size
#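 T. brucei PYK with substrate was exposed to pin-transferred compounds across a concentration series, then started with 130 uM ADP (final). After 45 min at room temperature, Kinase-Glo Plus luminescence was read, normalized and curve-fitted.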
# LmPK inh: inhibitors of Leishmania mexicana pyruvate kinase | Potency, µM (series often up to 57.5 µM), without a hit: at the top dose activity change, negative = inhibition, usual class: inhibitors | Q27686 | purified LmPK, Kinase-Glo ATP luminescence, 1 h | 290,000 tested, 0.37% active; further: potency means the concentration at half of the fitted maximal effect; on the % scale 0 is the no-effect control and ±100 the full control effect
# Target sequence (Q27686 whole entry, looked up): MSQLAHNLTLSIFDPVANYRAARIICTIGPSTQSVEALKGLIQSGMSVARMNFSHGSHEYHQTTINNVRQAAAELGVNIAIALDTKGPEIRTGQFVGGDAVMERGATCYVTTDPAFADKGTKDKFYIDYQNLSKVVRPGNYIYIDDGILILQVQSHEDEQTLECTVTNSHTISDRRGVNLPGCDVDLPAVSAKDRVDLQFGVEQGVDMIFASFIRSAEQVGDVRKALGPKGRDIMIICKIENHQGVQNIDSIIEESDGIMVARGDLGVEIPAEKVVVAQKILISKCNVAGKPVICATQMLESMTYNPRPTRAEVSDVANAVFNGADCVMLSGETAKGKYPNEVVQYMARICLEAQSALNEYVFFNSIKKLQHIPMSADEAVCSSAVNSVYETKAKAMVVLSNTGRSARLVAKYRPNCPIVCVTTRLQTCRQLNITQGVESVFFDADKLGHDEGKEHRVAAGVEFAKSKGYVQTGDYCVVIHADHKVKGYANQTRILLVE
#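 Screened at intermediate enzyme activity to detect both inhibitors and activators: LmPK at 0.1 nM, with a 0.5 nM enzyme column as activation reference. PEP 0.5 mM, ADP 0.1 mM; ATP detected by luminescence after 1 h.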
# Pf growth 96h: inhibits malaria parasite growth, 96 h; P. falciparum luciferase reporter growth, 96 h; Potency, µM (top dose mostly 28.7 µM), for inactives: top-dose activity change, negative = inhibition, most hits filed as inhibitors; 320,000 tested, 6.9% active; further: potency means the concentration at half of the fitted maximal effect; on the % scale 0 is the no-effect control and ±100 the full control effect
#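 P. falciparum expressing integrated firefly luciferase, in erythrocytes at 2% hematocrit, 0.05% parasitemia, incubated with compounds 96 h at 37 C, 5% CO2. Growth inhibition read as loss of luminescence; two-generation exposure targets delayed-death apicoplast inhibitors.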
# * marks the source's active call; other numbers are inactive results; ? = inconclusive; · = not tested or not shown; [ ] = remark or other dose. Unless noted, the call rests on the fitted dose curve; in most records, active means well fitted curve in the direction sought with a large enough effect; inconclusive means small, poorly fitted or top-dose-only effect, or another doubt; inactive means no such curve, though single readings can be large; an effect the other way counts as inactive or inconclusive.
compound	LmPK inh	TbPYK inhibitor	Pf growth 96h	Cycloheximide cs	Shiga inhibitor	HCV inh	Pf growth 48h
CC(NC(=O)Cn1cccc1C(=O)c1ccccc1)c1ccccc1 (configuration not stated)	-2%	9%	-10%	7	10	-6%	1%
CCCCn1c(N)c(N(CCOC)C(=O)C2CC(=O)N(c3cccc(SC)c3)C2)c(=O)[nH]c1=O (configuration not stated)	·	0%	4%	·	·	5%	2%
CCOC(=O)c1c(N)sc(C(=O)N(CC)CC)c1C	-3%	-9%	8%	0	-6	3%	30%[activator]
Cn1cc(/C=N/NC(=O)c2ccc(C#N)cc2F)c2ccccc21	3%	0%	-1%	-4	18	-2%	-9%
Cc1ccc(C2CC(c3ccccc3)n3ncnc3N2)cc1 (configuration not stated)	0%	0%	13µM*	-4	-6	-3%	-2%
Cc1ccccc1C(=O)Nc1ccc(C(=O)N/N=C/c2ccc(F)cc2)cc1	8%	1%	15%	4	-7	?	?
O=C(c1ccccc1OC(F)F)N1CCN(S(=O)(=O)c2ccc3c(c2)OCCCO3)CC1	·	4%	-25%	·	·	-6%	15µM*
CC1CC(C)CN(C(=O)c2ccccc2Nc2ccc(SC(F)F)cc2)C1 (configuration not stated)	-4%	-5%	-78%	3	-9	-7%	?
COc1ccc2[nH]c(C)c(CCN(Cc3cccs3)C(=S)Nc3ccccc3)c2c1	2%	-1%	0.41µM*	-1	15	?	0.83µM*
CCCn1cc(S(=O)(=O)c2ccccc2)c(=O)c2cc(F)c(N3CCN(C)CC3)cc21	10%	-1%	20%	-2	-5	-4%	-6%
O=C(N/C(=C\c1ccc2c(c1)OCO2)C(=O)N1CCOCC1)c1cccs1	-1%	-2%	5%	-1	-11	0%	2%
CC(C)CN1C(=O)C(=O)N(CC(=O)NCc2ccc3c(c2)OCO3)C1=O	1%	3%	8%	-1	-8	-1%	·
CCCN1CCN(CCCNC(=O)C2CCN(c3nnc(-n4c(C)ccc4C)s3)CC2)CC1	-2%	-1%	3%	-1	-6	-2%	2%
Cc1cccc(-n2cnc3cc(C(=O)N4CCCCC4)ccc32)c1	1%	-5%	·	41*	100*	?	1%
O=C(CNC(=O)c1sc2ccccc2c1Cl)NCc1cccnc1	-4%	-10%	?	6	17	-1%	?
CC1CCc2c(nc3ncnn3c2N2CCN(c3ccccc3)CC2)C1 (configuration not stated)	0%	5%	24%	-4	-10	-2%	-10%
COc1ccccc1C(=O)Nc1cc2ccccc2oc1=O	5%	-6%	53%[activator]	19*	43*	-8%	·
CCn1c(=O)c(C(=O)CN2CCN(S(=O)(=O)c3cc(C)ccc3C)CC2)c(N)n(Cc2ccccc2)c1=O	0%	-7%	13µM*	-7	-3	-7%	?
O=C1c2ccccc2S(=O)(=O)N1Cc1c(F)cccc1Cl	2%	5%	2%	-1	-13	22%	-1%
CCOC(=O)CCNC(=O)Nc1ccc2nc(C)n(Cc3cccc(Cl)c3)c(=O)c2c1	8%	-8%	128%[activator]	-2	2	?	?
NC(=O)c1c(NC(=S)Nc2ccc(F)cc2)sc2c1CCCC2	2%	-15%	3%	18*	40	-3%	17%
Cc1nn(-c2ccc(F)cc2)c(C)c1CN1CCN(CCc2ccccc2)C(CCO)C1 (configuration not stated)	-2%	0%	25%	-2	-13	-23%	-16%
O=C(C1CCCC1)N1CCC(CC2CC(c3cccc(Br)c3)=NO2)(C(=O)NCC2CCCCC2)CC1 (configuration not stated)	2%	0%	?	-4	-2	-9%	?
CCCN(CC(=O)Nc1ccccc1C)C(=O)C1CC(=O)N(c2cccc(C)c2C)C1 (configuration not stated)	·	2%	11%	·	·	17%	5%
OCCNc1ncnc2c1sc1nc(N3CCOCC3)c3c(c12)CCC3	-6%	-3%	20%	8	-5	?	?
O=C(NC(=S)NC1CCSC1=O)c1cccc([N+](=O)[O-])c1 (configuration not stated)	0%	-2%	?	7	-2	-3%	33%[activator]
Brc1ccc(-c2nnc(-c3ccccc3Br)o2)cc1	-3%	1%	160%[activator]	82*	93*	1%	128%[activator]
Cc1ccc(C(=O)Nc2cccc(C(=O)O)c2)cc1S(=O)(=O)N1CCOCC1	-11%	3%	·	24*	39	33%[activator]	244%[activator]
COc1ccc(Cl)cc1C(=O)C1CCCN(Cc2cnc(C)s2)C1 (configuration not stated)	3%	-12%	?	17*	53*	-14%	?
COc1cc(/C=C/C(=O)O)cc(S(=O)(=O)NC2CCCC2)c1OC	7%	3%	21%	-3	-3	16%	62%[activator]
Cc1ccc(NC(=O)c2ccc(CSc3ccccn3)cc2)cc1	-4%	-7%	26%	31*	82*	?	41%[activator]
COc1ccc(-c2nc(-c3cccnc3)no2)cc1	-15%	-3%	258%[activator]	45*	59*	-10%	140%[activator]
CC[n+]1cc(C)ccc1/C=C/c1ccc(N(C)C)cc1	-5%	-4%	31%[activator]	13	7	5.6µM*	?
CCOc1cc(CNn2cn[nH]c2=S)cc(Cl)c1OCc1ccccc1F	-13%	?	?	1	-1	?	2%
C=CCN(Cc1ccc(Cl)s1)C(=O)c1cc(S(=O)(=O)N2CCOCC2)ccc1F	·	-9%	?	·	·	9%	13µM*
Cc1ccc(C)c(NC(=O)COC(=O)Cn2c(C)csc2=O)c1	·	-3%	-26%	·	·	11%	2%
CCOC(=O)c1cc(C)n(-c2c(C)n(C)n(-c3ccccc3)c2=O)c1C	1%	-6%	-75%	0	15	11%	2%
Cc1cccc(NC(=O)CSc2nnc(-c3ccco3)o2)c1	0%	-1%	·	6	-23	2%	14%
COc1ccc(C(=O)NNC(=O)CSc2nnc(-c3cccnc3)n2C)cc1	2%	-1%	-2%	-2	10	31%[activator]	12%
O=C(CC1C(=O)NCCN1CC1CCCCC1)NCc1cccc(F)c1F (configuration not stated)	-3%	-1%	-2%	-2	-26	12%	7%
CCC(=O)N1CCN(CCN=CC2=C(O)CC(C)(C)CC2=O)CC1	-2%	-8%	·	2	-15	2%	-14%
CC(=O)Nc1ccc2oc(C)nc2c1	-6%	-13%	6%	-1	6	10%	?
CCN(CC(=O)NC1CCS(=O)(=O)C1)C(=O)c1cc(OC)c(OC)c(OC)c1 (configuration not stated)	·	2%	-4%	·	·	19%	-14%
COc1ccc(/C=C(/NC(=O)c2ccco2)C(=O)N2CCCCCC2)cc1OC	-3%	2%	12µM*	2	-6	16%	3%
CCOC(=O)c1cnc2c(OC)cccc2c1Nc1ccc2c(c1)OCCO2	5%	1%	?	29*	28*	?	2.3µM*
COc1cc(CN(C(=S)NCC(=O)O)C2CCCC2)cc(OC)c1OC	-4%	-2%	7%	1	-5	-15%	15%
O=C1CC(N2CCN(c3ccccn3)CC2)C(=O)N1c1ccc(Cl)cc1 (configuration not stated)	1%	-2%	-1%	1	7	9%	36%
Cc1c2n(c3ccccc13)CCC2=O	2%	1%	14%	7	-4	4%	15%[0.00184 µM]
C/C(=N\NC(=O)c1ccc(CN2CCc3ccccc3C2)cc1)c1ccccc1O	17%	-3%	-21%	17	3	5.6µM*	?
Cc1oc(CC(C)C)cc1C(=O)Nc1cccc2ccccc12	0%	2%	31%[activator]	-1	-14	2%	48%[activator]
O=C(CNC(=O)c1ccccc1F)N/N=C/c1cc(Br)ccc1OCc1ccccc1	2%	1%	-102%	17	20	?	0%
O=C(CCCCn1c(=O)c2ccccc2n(Cc2ccccc2F)c1=O)NC1CCN(Cc2ccccc2)CC1	8%	2%	-42%	7	-25	-26%	?
CC1(C)CC(=O)C2=C(C1)NC(SCC(=O)Nc1ccccc1)=C(C#N)C2c1ccco1 (configuration not stated)	3%	6%	·	0	-14	-11%	?
CCN(CC)S(=O)(=O)c1cccc(C(=O)NC2=NCCS2)c1	-4%	4%	?	-1	-8	-10%	-14%
N#C/C(=C\C1CC=CCC1)c1nc2ccccc2[nH]1 (configuration not stated)	6%	-10%	·	27*	48	?	8.3µM*
CCC(=O)n1nc(-c2cccnc2)nc1NCc1cccs1	1%	-5%	0%	5	-5	7%	17%
Cc1cccc(N2C(=O)C(Cl)=C(Nc3c(C)n(C)n(-c4ccccc4)c3=O)C2=O)c1C	0%	-8%	-15%	1	-13	0%	·
COc1ccc(C2SCC(=O)Nc3c2c(=O)[nH]n3C2CCCCCC2)cc1 (configuration not stated)	-3%	-13%	-2%	-2	-16	12%	-7%
C(=N\Nc1nnnn1-c1ccccc1)/c1ccncc1	1%	5%	0%	-2	6	33%[activator]	31%[activator]
CCOc1ccc(C2=CS/C(=C(\C#N)c3nnc4n3CCCCC4)N2CC)cc1	4%	-1%	-3%[5.75 µM]	1	-12	?	?

# Entries of single compounds, quoted from the list. Screens in order: LmPK inh | TbPYK inhibitor | Pf growth 96h | Cycloheximide cs | Shiga inhibitor | HCV inh | Pf growth 48h
# COc1cc(CN(C(=S)NCC(=O)O)C2CCCC2)cc(OC)c1OC is listed with -4% | -2% | 7% | 1 | -5 | -15% | 15%
# O=C(CCCCn1c(=O)c2ccccc2n(Cc2ccccc2F)c1=O)NC1CCN(Cc2ccccc2)CC1 is listed with 8% | 2% | -42% | 7 | -25 | -26% | ?
# CCOc1ccc(C2=CS/C(=C(\C#N)c3nnc4n3CCCCC4)N2CC)cc1 is listed with 4% | -1% | -3%[5.75 µM] | 1 | -12 | ? | ?

# (more compounds)
compound	LmPK inh	TbPYK inhibitor	Pf growth 96h	Cycloheximide cs	Shiga inhibitor	HCV inh	Pf growth 48h
Cc1cccc(N2CC(C(=O)Nc3nc4ccc(S(C)(=O)=O)cc4s3)CC2=O)c1C (configuration not stated)	1%	-13%	10%	-5	5	-29%	-8%
CC(OC(=O)Cc1cccc(C(F)(F)F)c1)C(=O)Nc1ccc(Cl)cn1 (configuration not stated)	-3%	-2%	38%[activator]	9	-6	7%	10%
COc1ccc(S(=O)(=O)N(CC(C)C)CC(C)C)c2cccnc12	7%	2%	24%	-5	-9	-9%	·
COc1ccc(C(C)=O)cc1CSc1nnc(Nc2ccc(C)cc2)s1	0%	1%	?	7	-2	?	?
COc1ccc(C(=O)COC(=O)CNC(=O)C2CCCCC2)c(OC)c1	10%	-8%	4%	25	37	-7%	·
Cc1cccc(NC(=S)N/N=C/c2c[nH]c3ccccc23)c1	3%	-4%	44%[activator]	14*	40*	10µM*	?
O=C(OCC(=O)N1CCCC1)c1ccccc1OCc1ccccc1	1%	-3%	13%	21*	13	24%	14%
CC(C)(C)OC(=O)NCCCC[C@@H](C(=O)N1CCN(C(=O)OC(C)(C)C)CC1)n1cc(C(CO)NC(=O)OC(C)(C)C)nn1 (some centres not stated)	0%	-2%	?	-2	-1	19%	?
Cc1cc(=O)c2ccc(C(F)(F)F)cc2[nH]1	1%	3%	2%	-1	-17	-5%	-21%
Cc1cc(C(=O)N2CCCC(Nc3ccc(F)cc3)C2)c(C)o1 (configuration not stated)	10%	4%	-24%	2	20	-7%	-9%
COc1ccc(N2CCN(C(=O)CCN3C(=S)NC(C)(C)CC3C)CC2)cc1 (configuration not stated)	2%	5%	10%	3	17	9%	?
